Screening data deposited in PubChem BioAssay by several laboratories.
Ins promoter up: insulin promoter activators in MIN6 cells, imaging, high-content screening, mouse beta cells; MIN6 insulin promoter-GFP reporter; hits give high values; z-score at 5 µM; actives 0.3% (n = 190,000); AID 1625, 2009;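 active = z-score above 3 at 5 µM with at least 500 cells counted in the well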
ER stress rescue: rescue of cells from ER stress-induced death, primary screen, 384-well, CSM14.1, thapsigargin, ATP luminescence (AID 1222). CSM14.1 thapsigargin-induced death rescue, ATP luminescence; higher % means a stronger effect. cellular ATP content (survival), % at 20 µM, or EC50 in µM where a hit was titrated. 190,000 tested, under 10 active;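 active = EC50 below 50 µM in the dose-response confirmation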;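 note: death triggered by thapsigargin at about 15 µM added after 2 h compound pretreatment; cell ATP read after overnight thapsigargin exposure of roughly 18 to 22 hours; normalized against plate controls of thapsigargin alone and 5% DMSO vehicle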
Salmonella PhoP GFP: inhibitors of PhoP regulon expression, primary screen, Salmonella Typhimurium, GFP reporter (AID 1863). one-dose inhibition, % at 50 µM; IC50 in µM for titrated hits. actives 0.16% (n = 300,000). S. Typhimurium PhoP-regulated promoter GFP reporter, 4 h; higher % means a stronger effect;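 active = inhibition over 29.93%, a cutoff 3 SD above the screen mean, later confirmed by dose response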;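 note: 0% = low Mg2+ inducing control and 100% = high Mg2+ repressing control; strong numbers were not always called active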
b-catenin transl: modulators of beta-catenin nuclear translocation, primary screen, imaging, HeLa cells, immunofluorescence, high-content. nuclear translocation activity, % at 5 µM. actives 0.3% (n = 190,000);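 active = nuclear translocation activity above 50% at 5 µM, with a well cell count of 50 or more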;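 note: per-cell ratio of nuclear to cytoplasmic median beta-catenin stain intensity; plate controls were DMSO negative control for no effect and GSK-3 inhibitor IX positive control for full effect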
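Read-out: Nuclear/cytoplasmic beta-catenin signal ratio, % activation | Assay system: Human HeLa cell line | Times: 24 h compound exposure at 37°C, 5% CO2 | Signal: Fluorescence imaging of beta-catenin antibody stain plus DAPI | Dosing: 5 µM primary, 0.02–20 µM confirmation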
T cell modulator: modulators of CD8 T cell-vesicle binding, primary screen, mouse 2C CD8+ T cells, flow cytometry; 2C CD8+ T cell-vesicle binding; hits give low values; calls only at 7 µM; actives 0.068% (n = 330,000);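 active = response, share of CD8 T cells binding vesicles, and their 90th percentile fluorescence all below set limits, cut at about 80% in these data, passing the limit was not always enough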
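material = purified 2C TCR transgenic mouse naive CD8+ T cells | controls = Unloaded micro-vesicles (low), QL9 vesicles with 0.7% DMSO (high) | detection = cytometric PE anti-B7-1 and Alexa647 anti-CD8 signals after 1% paraformaldehyde fixation | incubation = binding step 1.5 h, 37 °C, antibody labelling 20 min, ice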
Autophagy HCS: autophagy modulators in MEF cells, primary screen, imaging, high-content, MEF GFP-LC3; AID 463193, 2010; calls only at 10 µM (by protocol); MEF GFP-LC3 puncta imaging; test concentration mostly 10 µM; actives 0.98% (n = 190,000);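 active = percentage of spot-positive cells more than 3 SD above its plate mean, without a fluorescence outlier flag or 80% toxicity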;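 note: spot-positive cell cutoff set from DMSO-treated cells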
Dynein transport: inhibitors of GR-EGFP nuclear translocation, primary screen, dynein cargo transport inhibitor project, imaging, high-content, 3617.4 mouse cells | test concentration mostly 20 µM; stimulated with dexamethasone, 1 µM; hits give low values | z-score, hits read low | actives 0.47% (n = 220,000) | AID 1381, 2008;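 active = plate z-score of nuclear minus cytoplasmic receptor signal below a set negative limit, without overly bright fluorescence or cell loss, cut at about -3.5 in these data, passing the limit was not always enough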;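 note: z-score of nuclear minus cytoplasmic ring GR-EGFP intensity difference per well; some compounds called inactive have numbers as strong as hits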
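Also added – dexamethasone, 1.0 µM final · Buffer or medium – tet-free, stripped-serum medium · Schedule – induction 48 h, compound 1 h, agonist 30 min · Detection – formaldehyde fixation, Hoechst nuclear stain, 10x automated fluorescence imaging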
MT stabilize HCS: microtubule stabilizers in HeLa cells, primary screen, imaging, high-content imaging. AID 2205, 2009. HeLa tubulin immunostaining HCS, 24 h; share of cells brighter than vehicle mean+2SD. actives 0.83% (n = 200,000). % tubulin-high responders, % at 10 µM;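 active = plate Z-score above 3 for both tubulin-high and condensed-nucleus cell shares, with cell loss under 80%, at 10 µM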;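 note: anti alpha tubulin signal scored within the nucleus-defined area of each cell; some results filed as inactive read as strong as hits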
Lipid droplet: inhibitors of hepatocyte lipid droplet formation, primary screen, imaging, high-throughput imaging, BODIPY stain; inhibition, % at 6.5 µM; AID 1656, 2009; AML12 mouse hepatocytes, oleate lipid droplets; actives 0.4% (n = 240,000);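 active = lipid droplet intensity inhibited by at least 50%, with more than 500 cells counted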
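Assay system: AML12 hepatocytes (mouse); Probe or stimulus: oleic acid at 100 µM to induce lipid droplet formation; Dosing: compound at 6.5 µM only; Schedule: compound with oleate, overnight; Detection: fluorescence imaging, 20x objective, two fields per well; Measure: % inhibition of lipid droplet signal.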
Dynein transport cytoplasmic EGFP: recorded beside Dynein transport, whose call it bears; z-score; measured here: cytoplasmic GR-EGFP intensity; hits give high values
Dynein transport nuclear GR-EGFP: recorded beside Dynein transport, whose call it bears; z-score; measured here: nuclear GR-EGFP intensity;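 lower value marks the stronger effect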
Dynein transport cell count: recorded beside Dynein transport, whose call it bears; z-score; measured here: cell count per field
Ins promoter up cell count: further read-out of Ins promoter up, marked with its call; cell count; measured here: cytotoxicity, nuclei count;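 total cells summed across four imaged fields per well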
Lipid droplet cells 6.5 µM: second read-out of Lipid droplet, no call of its own (marks repeat the call); cell count; measured here: cell count, cytotoxicity flag;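 cells counted across two imaged fields per well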
b-catenin transl cell count 5 µM: recorded beside b-catenin transl, whose call it bears; cell count; measured here: cell count, cytotoxicity flag
T cell modulator vesicle-bound %: recorded beside T cell modulator, whose call it bears; double positive events, %; measured here: CD8+ vesicle-bound cell fraction;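 binding gate set so that unloaded-vesicle control wells show 10% double positive cells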
MT stabilize HCS Hoechst-high %: recorded beside MT stabilize HCS, whose call it bears; % Hoechst-high responders; measured here: nuclear condensation Hoechst responders;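 share of cells brighter than vehicle mean plus two SD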
MT stabilize HCS cytotoxicity %: recorded beside MT stabilize HCS, whose call it bears; toxicity, %; measured here: cytotoxicity by cell density;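 0% = mean cell density of plate MIN control wells and 100% = no cells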
Autophagy HCS cell loss 18 h: recorded beside Autophagy HCS, whose call it bears; toxicity, %; measured here: cell loss, nuclei count;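 cell loss after 18 h compound exposure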
An asterisk follows results filed as active; i = inactive; . = not tested or not shown. Rows were taken by chance; about 3% have a hit in one of these screens.

SMILES	Ins promoter up	Ins promoter up cell count	ER stress rescue	Salmonella PhoP GFP	b-catenin transl	b-catenin transl cell count 5 µM	T cell modulator	T cell modulator vesicle-bound %	Autophagy HCS	Autophagy HCS cell loss 18 h	Dynein transport	Dynein transport cytoplasmic EGFP	Dynein transport nuclear GR-EGFP	Dynein transport cell count	MT stabilize HCS	MT stabilize HCS Hoechst-high %	MT stabilize HCS cytotoxicity %	Lipid droplet	Lipid droplet cells 6.5 µM
CC(=O)c1ccccc1NC(=O)COC(=O)CCCN1C(=O)c2cccc3cccc(c23)C1=O	.	.	-1.1%	15%	-0.6	961	i	41	i	10	-0.41	-0.27	0.7	0.14	1.5	3.9	12	-23	557
COc1ccc(C(=O)C(/C=N/O)=N/Nc2ccc(F)cc2)cc1	-0.52	1196	.	-11%	1.8	1020	i	24	i	23	-0.58	0.77	-0.044	0.21	3.8	2.2	1.4	-2	642
COc1ccc(S(=O)(=O)Nc2cccc(SC)c2)cc1OC	.	.	-1.1%	5%	-1.5	1170	i	40	i	-1	1.1	-0.26	0.93	-1.1	2.4	3.4	19	3	733
O=[N+]([O-])c1ccc(/C=N/NC2=NS(=O)(=O)c3ccccc32)cc1	-0.34	1519	-0.2%	4%	3.2	890	i	71	i	18	-0.017	-0.25	-0.14	0.4	3.9	3.1	5.0	19	652
O=C(NCCc1c[nH]c2ccccc12)c1cc2ccccc2oc1=O	0.02	1223	0.6%	-3%	0.2	1064	i	58	i	8	0.081	-0.35	0.54	0.53	4.1	2.6	2.9	14	675
CCn1cc(Br)c(C(=O)Nc2ccc(Cl)cc2Cl)n1	0.65	901	-0.7%	-6%	.	.	i	54	i	3	-0.89	0.021	-0.15	0.78	1.1	1.1	4.7	7	749
COc1cc(/C=C(\C#N)C(=O)N2CCOCC2)cc(Br)c1O	0.15	1158	0.2%	-2%	2.5	535	i	41	i	13	0.46	-0.0095	0.37	0.5	1.3	2.1	3.2	10	660
CC1CCCN(C(=O)C23CCC(C)(C(=O)C2)C3(C)C)C1 (stereo unspecified)	1.3	865	2.0%	-3%	.	.	i	24	i	5	-0.55	-0.14	-0.32	1	1.7	1.2	6.4	12	776
O=C(Nc1nc2nccc(-c3ccccc3)n2n1)c1ccc(F)cc1	0.48	1286	-1.0%	-3%	-2.3	573	i	26	i	1	-0.049	-0.24	0.11	0.026	2.5	2.8	9.3	17	657
COc1ccc(Cl)cc1NC(=S)N1CCCC1	0.68	1573	-0.6%	2%	-2.3	957	i	27	i	26	2.7	-0.21	1.8	-1.6	2.0	1.1	0.3	-7	625
O=C(NNS(=O)(=O)c1ccc(Cl)cc1)c1cccc(S(=O)(=O)N2CCOCC2)c1	-0.27	1036	.	-4%	-1.1	1364	i	60	.	.	-0.24	-0.027	0.33	-0.44	.	.	.	-4	685
Cc1cc(=O)oc2cc(NC(=S)NCc3cccnc3)ccc12	0.51	1637	-2.3%	-1%	-0.2	1006	i	25	i	17	1.7	-0.27	1.1	-0.79	3.0	1.7	6.1	-6	713
O=C(CSc1ncnc2nc[nH]c12)NCCc1ccccc1	0.07	1100	-2.2%	2%	.	.	i	26	i	5	-0.46	-0.22	-0.34	0.94	1.1	0.8	8.4	.	.
CC(=O)Nc1nc(C2COc3ccccc3O2)cs1 (stereo unspecified)	-0.21	1795	0.4%	0%	0.2	1075	i	40	i	6	-0.67	-0.26	-0.19	0.53	0.8	1.1	10	-9	681
c1ccc2c(c1)[nH]c1c(N3CCC4(CC3)OCCO4)ncnc12	-4.7	631	-3.5%	3%	-3.1	1251	i	18	i	7	-0.52	0.11	0.054	-0.033	1.4	0.9	6.5	-12	729
CN1CCN(CCC(=O)N2c3ccccc3Sc3ccc(Cl)cc32)CC1	0.57	1081	0.0%	11%	-1.6	813	i	26	i	10	-0.21	-0.26	0.23	-0.22	4.9	3.4	8.2	.	.
Cc1cc(NC(=O)c2cc(CC(C)C)on2)no1	-0.28	2109	-2.5%	10%	2.2	1056	i	30	i	-5	0.19	-0.25	0.2	0.58	1.7	2.1	5.2	-11	509
COc1ccc(NC(=O)C(C)Oc2ccc(/C(C)=N\O)cc2)cc1 (stereo unspecified)	0.17	1351	-1.8%	-4%	.	.	i	34	i	1	0.91	-0.18	-0.44	0.43	3.4	2.2	8.1	31	743
CCn1nnnc1SCC(=O)c1cc(OC)ccc1OC	0.35	1300	-0.4%	0%	-3.8	853	i	43	i	9	0.55	-0.18	0.59	0.022	2.2	1.9	14	.	.
CN(C)S(=O)(=O)c1ccc(Cl)c(C(=O)Nc2cccc([N+](=O)[O-])c2)c1	1	1552	1.7%	-2%	1.1	1500	i	58	i	-27	-0.65	-0.17	-0.13	0.73	2.7	1.1	7.4	.	.
Cc1[nH]c2ccccc2c1C(=O)CSc1ccccn1	0.61	1520	0.9%	-2%	3.3	884	i	7	i	0	0.48	-0.24	0.59	0.048	2.1	2.6	8.0	-11	688
O=C(c1ccc(CNS(=O)(=O)c2cccc(C(F)(F)F)c2)cc1)N1CCOCC1	0.98	1263	-2.7%	6%	.	.	i	16	i	3	1.2	-0.16	0.47	-0.91	7.0	1.6	3.3	28	752
COc1ccc(NC(=O)c2ccccc2NC(=O)C2CCCO2)cc1 (stereo unspecified)	.	.	-3.2%	-9%	.	.	i	20	i	6	0.67	-0.22	0.77	-1.3	2.6	1.8	4.2	-30	679
CCOC(=O)CSC1=C(C#N)C(c2ccccc2F)C(C(C)=O)=C(C)N1 (stereo unspecified)	.	.	5.5%	-9%	.	.	i	4	i	-3	-0.28	-0.12	0.17	-0.22	4.4	3.3	7.5	.	.
O=C1c2cccc3c([N+](=O)[O-])c(O)cc(c23)C(=O)N1Nc1ccccc1	.	.	-0.9%	3%	6.1	648	i	44	i	3	1.3	0.25	1.8	-1.8	2.5	0.5	0.0	2	679
COc1ccc2[nH]c3nc(SCc4nnc(-c5ccccc5)o4)nnc3c2c1	-1.1	928	1.7%	-3%	-7.3	953	i	21	i	-9	-1.2	0.19	-0.38	1.6	1.9	1.5	9.5	.	.
Nc1ncnc(Nc2ccc(F)c(Cl)c2)n1	0.24	1177	.	-7%	-0.9	1284	i	48	.	.	0.21	-0.11	0.66	-1.8	.	.	.	-10	702
Cc1ccc2nc(C3CCN(S(=O)(=O)c4ccc5ccccc5c4)CC3)[nH]c2c1	-0.64	1150	3.5%	8%	-3.5	1146	i	24	i	3	-0.4	0.11	-0.044	0.067	2.1	1.9	12	5	804
C#Cc1ccc([C@@H]2C=C(C(=O)N3CCN(Cc4ccc5c(c4)OCO5)CC3)O[C@H](OCC)[C@H]2CCCO)cc1	0.1	1371	7.2%	-4%	-1.7	1121	i	31	i	19	0.11	-0.22	0.47	-0.51	2.5	1.5	9.7	-28	710
CCn1c(Cc2ccccc2)nnc1SCC(=O)Nc1nccs1	1.1	1088	-2.1%	0%	.	.	i	17	i	0	1.2	-0.28	1	-0.29	2.5	0.7	35	0	755
O=C(CO/N=C/c1ccc(OC(F)F)cc1)NCc1ccco1	0.09	1591	1.5%	-5%	-5.4	1054	i	44	i	3	-0.7	-0.28	-0.33	0.31	4.3	2.3	0.1	4	688
Cc1ccc(NCc2nnc(SCC(=O)c3ccccc3)o2)c(C)c1	-0.72	1351	-2.0%	-8%	-4.8	1015	i	40	i	0	0.61	-0.12	0.38	-0.68	1.6	2.3	2.8	.	.

Results in Salmonella PhoP GFP, for 2 of the compounds above:
SMILES	Salmonella PhoP GFP
C#Cc1ccc([C@@H]2C=C(C(=O)N3CCN(Cc4ccc5c(c4)OCO5)CC3)O[C@H](OCC)[C@H]2CCCO)cc1	-4%
CCn1c(Cc2ccccc2)nnc1SCC(=O)Nc1nccs1	0%
